# Anthrax LF inh2 = inhibitors of Bacillus anthracis lethal factor protease | P15917 | multiplex microsphere protease cleavage assay, LF | inhibition, % at 10 µM | hit rate 0.12% among 360,000 | AID 588501; note: plate controls were buffer without enzyme for full effect and enzyme alone for no effect
# Target sequence (P15917 whole entry, looked up): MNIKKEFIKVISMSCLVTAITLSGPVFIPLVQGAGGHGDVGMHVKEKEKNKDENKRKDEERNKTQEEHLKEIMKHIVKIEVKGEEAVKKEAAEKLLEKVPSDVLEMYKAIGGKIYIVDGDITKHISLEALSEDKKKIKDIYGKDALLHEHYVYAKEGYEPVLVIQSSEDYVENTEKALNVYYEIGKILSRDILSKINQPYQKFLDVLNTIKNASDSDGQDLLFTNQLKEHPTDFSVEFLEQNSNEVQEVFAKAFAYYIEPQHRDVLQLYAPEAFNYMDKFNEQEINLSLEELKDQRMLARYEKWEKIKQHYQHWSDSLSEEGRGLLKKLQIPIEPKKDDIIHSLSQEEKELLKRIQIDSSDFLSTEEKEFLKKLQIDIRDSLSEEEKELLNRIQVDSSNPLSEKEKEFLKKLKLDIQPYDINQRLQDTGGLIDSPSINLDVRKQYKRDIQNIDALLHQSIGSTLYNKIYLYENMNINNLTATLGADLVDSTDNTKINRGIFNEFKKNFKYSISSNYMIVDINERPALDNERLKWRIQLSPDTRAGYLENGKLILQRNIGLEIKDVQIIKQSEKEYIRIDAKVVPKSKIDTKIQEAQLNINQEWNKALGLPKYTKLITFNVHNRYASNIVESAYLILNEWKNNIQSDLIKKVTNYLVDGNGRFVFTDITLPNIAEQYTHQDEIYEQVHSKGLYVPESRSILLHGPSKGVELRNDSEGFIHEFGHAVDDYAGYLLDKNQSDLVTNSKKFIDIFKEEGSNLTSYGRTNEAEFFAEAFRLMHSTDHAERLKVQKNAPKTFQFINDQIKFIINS
# 3CLpro inhibitor = SARS-CoV 3CLpro protease inhibition; P0C6X7; recombinant SARS-CoV 3CLpro, quenched FRET peptide cleavage; inhibition, % at 6 µM; hit rate 0.14% among 290,000; in the data active = inhibition above about 12%
# DUSP3 inh = DUSP3 (human) phosphatase inhibition | recombinant VHR phosphatase, pNPP absorbance | AID 1654 | inhibition, % at 13.3 µM | hit rate 0.52% among 290,000 | P51452; in the data active = inhibition above about 50%; note: some compounds called inactive have numbers as strong as hits
# CCHFV vOTU inh = CCHFV vOTU protease inhibition; Pep-AMC fluorescence; inhibition, % at 11.5 µM; hit rate 0.55% among 370,000; AID 651958; in the data active = inhibition above about 30%; note: 0% = vehicle wells with enzyme and 100% = no enzyme wells
# MazEF act = increases E. coli MazEF RNase cleavage of RNA; P0AE70; AID 504720; activation, % at 20 µM; hit rate 0.32% among 350,000; FAM/BHQ RNA-DNA oligo cleavage fluorescence, 5 h; in the data active = activation above about 50%
# Target sequence (P0AE70 whole entry, looked up): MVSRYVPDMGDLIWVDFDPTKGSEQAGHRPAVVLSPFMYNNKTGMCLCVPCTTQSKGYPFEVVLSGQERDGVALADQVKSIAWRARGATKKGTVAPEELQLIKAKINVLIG
# BoNT F protease = BoNT F light chain protease inhibition; Multiplex microsphere protease cleavage assay, flow cytometry; inhibition, % at 10 µM; hit rate 0.22% among 360,000; AID 588497; in the data active = inhibition above about 35%, passing the limit was not always enough; inconclusive = no clear call, values can overlap the other calls; note: plate controls were buffer without enzyme for full effect and enzyme alone for no effect
# Rv3671c protease = Rv3671c (M. tuberculosis) protease inhibition | P9WHR9 | inhibition, % at 5.96 µM | hit rate 0.048% among 320,000 | AID 2606; in the data active = inhibition above about 38%;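 note: extracellular domain of Rv3671c used as enzyme; 0% = enzyme with DMSO and 100% = no enzyme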
# PrPC TRFRET = reduces human prion protein on the cell surface; P04156; cell surface PrPC, TR-FRET read-out; inhibition, % at 13.8 µM; hit rate 0.43% among 370,000; in the data active = inhibition above about 24%; note: 0% = median of the test wells and 100% = reference compound wells
# PriA SSB inh = inhibitors of Klebsiella pneumoniae PriA binding to SSB C-terminal tail | AlphaScreen SSBct-PriA binding, biotinylated peptide | inhibition, % at 33 µM | hit rate 0.6% among 430,000 | AID 1272365; in the data active = inhibition mostly above about 37%, no sharp cut-off; inactive = mostly below about 20%;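 note: plate controls were negative control peptide for no effect and reference peptide for full effect; strong numbers were not always called active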
# BoNT A protease = blocks Botulinum neurotoxin A light chain protease; multiplex microsphere protease substrate cleavage, flow cytometry; inhibition, % at 10 µM; hit rate 0.17% among 360,000; AID 588499; note: plate controls were buffer without enzyme for full effect and enzyme alone for no effect
# * hit, by the source's call; ? = inconclusive; / = not tested or not shown. Cut-off read from the data, not from the text of the source, unless noted: active = inhibition above about 30%; inconclusive = no clear call, values can overlap the other calls; inactive = below that. Only part of the results is shown (hit frequency here may not be typical).
SMILES	Anthrax LF inh2	3CLpro inhibitor	DUSP3 inh	CCHFV vOTU inh	MazEF act	BoNT F protease	Rv3671c protease	PrPC TRFRET	PriA SSB inh	BoNT A protease
Cc1ccccc1/C=N/NC(=O)CSc1nc2ccccc2o1	0	1	-12	-11	9	1	3	9	/	0.0
COC(=O)c1cccc(NC(=S)N2CCN(c3ccccc3F)CC2)c1	-2	5	17	-5	3	-4	0	-2	4	-0.7
O=C1CCC/C1=C\Nc1ccc(Cl)c([N+](=O)[O-])c1	-10	-3	13	4	-14	-8	1	1	/	0.4
COc1ccc(OC)c(N=c2oc3c(OC)cccc3cc2C(=O)NCc2ccco2)c1	-4	/	15	17	76*	-6	2	2	9	-0.5
COc1cccc2cc(C(=O)NNC(=O)c3ccc(Br)cc3)c(=O)oc12	-2	2	22	-10	2	-5	3	3	7	-0.7
CC(=O)N1CCc2cc(S(=O)(=O)CCC(=O)N(C)Cc3ccco3)ccc21	-3	0	40	-1	11	2	0	-1	1	0.2
O=C(Nc1ccccc1O)N1c2ccccc2Sc2ccccc21	/	2	26	5	0	/	-13	4	1	/
CS(=O)(=O)N(CC(=O)Nc1ccccc1-c1ccccc1)c1ccccc1	-8	-8	21	7	-9	-3	-1	0	-7	-0.4
COC(=O)c1ccc(C)c(NC(=O)CN(c2ccccc2)S(=O)(=O)N(C)C)c1	-3	1	19	-13	18	-10	-2	1	-4	-0.5
C#CCOCCOCCOCCNc1nc(N2CCOCC2)nc(N2CCN(C(=O)[C@H](Cc3cc4ccccc4[nH]3)n3cc([C@@H](N)C(C)CC)nn3)CC2)n1 (some centres undefined)	-2	-1	39	2	2	-12	7	0	1	0.0
CC(NC(=O)C1CCCO1)c1ccccc1 (centres undefined)	1	-1	8	4	-9	-13	0	-4	-10	0.5
O=[N+]([O-])c1ccc(Oc2cccc(C(F)(F)F)c2)nc1	/	0	35	0	10	/	6	2	-18	/
COc1ccc(C2=NS(=O)(=O)N(C)C(C(=O)NCc3ccc4c(c3)OCO4)=C2)cc1OC	-4	-3	-10	2	-1	-6	-7	-6	-7	0.8
CCCN1CCN(CCCNC(=O)Cn2ncc3c4ccccc4n(C)c3c2=O)CC1	-8	5	5	2	9	-10	3	0	-7	-1.6
Cc1cc(NC(=O)Cn2nc(C)c([N+](=O)[O-])c2C)no1	0	6	5	16	-2	4	-3	6	-5	-0.7

# Other results
SMILES	Anthrax LF inh2	3CLpro inhibitor	DUSP3 inh	CCHFV vOTU inh	MazEF act	BoNT F protease	Rv3671c protease	PrPC TRFRET	PriA SSB inh	BoNT A protease
O=C1CC(=C(c2ccccc2)c2ccccc2)C(=O)N1CCCCN1CCN(c2ccccc2)CC1	-2	2	-2	5	-1	-5	-3	3	33	0.0
CCOC(=O)c1c(C)[nH]c(C(=O)N2CCN(C(=O)OCC)CC2)c1C	2	4	10	8	2	11	1	-3	-5	0.1
Cc1c(NC(=O)C(C)OC(=O)c2nc(Cl)ccc2Cl)c(=O)n(-c2ccccc2)n1C (centres undefined)	-2	-9	-9	-2	6	5	-8	-5	-5	1.5
N#Cc1c(Nc2ccccc2)sc(C(=O)C2CC2)c1N	-2	7	9	6	-2	-3	-1	-2	4	-0.5
CCOc1ccc(C(=O)CCC(=O)N2CCN(c3ccccc3O)CC2)cc1	-2	/	/	11	-6	0	-7	8	-5	-3.0
COc1ccc(OC)c(S(=O)(=O)n2ccnc2C(C)C)c1	-11	-5	4	1	10	?	0	2	-4	-3.3
O=C(COC(=O)c1ccccc1[N+](=O)[O-])NC(=O)c1ccccc1	2	/	/	13	-4	7	-3	-13	-4	-0.5
NC(CCc1ccccc1)c1csc(NC(=O)Nc2cccc(C(F)(F)F)c2)n1 (centres undefined)	-8	/	/	1	/	-32	/	-5	/	0.3
COc1ccc(Nc2nc(N)c(C(=O)c3ccc(F)cc3)s2)cc1	5	3	2	-6	9	2	9	-2	10	-1.2
O=C(C1CC1)N1CCc2cc(Br)cc(S(=O)(=O)N3CCOCC3)c21	-15	-3	0	0	-2	10	12	3	-9	1.3
COc1ccc(OCC(O)COc2ccc(OC)cc2)cc1	-2	-2	25	7	1	-9	0	-2	-6	-0.4
CN(C(=O)CCN1C(=O)C(C)(C)Nc2ccccc21)c1ccccc1	-1	-1	-4	1	8	4	-9	7	5	-0.4
CC1(C)Cc2c(sc3nc4n(-c5ccccc5)c(=O)c(CCC(=O)O)nn4c(=O)c23)CO1	-5	0	-4	-2	14	-4	-8	3	0	-0.8
CCO[C@H]1OC(C(=O)N2CCN(C)CC2)=C[C@@H](C)[C@@H]1CCCO	-1	-1	28	5	10	-2	6	-1	-4	-0.3
Cc1ccccc1NC(=O)c1ccccc1N(C)S(=O)(=O)c1ccccc1	/	/	/	-5	3	/	3	1	-8	/

# Next section; it opens with the 3 that closed the last part.
SMILES	Anthrax LF inh2	3CLpro inhibitor	DUSP3 inh	CCHFV vOTU inh	MazEF act	BoNT F protease	Rv3671c protease	PrPC TRFRET	PriA SSB inh	BoNT A protease
CC1(C)Cc2c(sc3nc4n(-c5ccccc5)c(=O)c(CCC(=O)O)nn4c(=O)c23)CO1	-5	0	-4	-2	14	-4	-8	3	0	-0.8
CCO[C@H]1OC(C(=O)N2CCN(C)CC2)=C[C@@H](C)[C@@H]1CCCO	-1	-1	28	5	10	-2	6	-1	-4	-0.3
Cc1ccccc1NC(=O)c1ccccc1N(C)S(=O)(=O)c1ccccc1	/	/	/	-5	3	/	3	1	-8	/
CCOC(=O)CC1Sc2ccccc2NC1=S (centres undefined)	-1	2	-2	-5	16	-1	-2	3	-5	-0.2
CN(C)S(=O)(=O)c1ccc(C(=O)OCc2ccc(C#N)cc2)cc1	0	4	3	3	1	-1	3	-8	2	0.2
Cc1ccccc1NC(=O)CCNS(=O)(=O)c1cccc2nsnc12	4	-1	-1	6	-27	0	-5	-34	6	0.2
CN(CCNC(=O)c1cn(C)c2ccc(S(=O)(=O)N3CCCC3)cc2c1=O)CCc1ccccc1	-2	-1	19	10	6	2	-2	-3	-4	0.6
CC(=O)OCC(=O)c1ccc2ccn(C(C)=O)c2c1	-1	-6	18	-31	3	4	0	-1	-6	0.7
COc1ccccc1-c1ccc(=O)n(CC(=O)NC2CCc3ccccc32)n1 (centres undefined)	-1	-1	-9	-14	8	1	0	-8	-16	-0.2
O=C(Nc1cccc2c1CCCC2)c1cc(C2CCCCN2C(=O)c2cccs2)on1 (centres undefined)	-1	/	/	3	/	-3	/	9	/	-0.1
CCC12CSc3nc(Cl)ccc3N1C(=O)C(=O)N2C (centres undefined)	?	-2	29	-13	0	40*	/	2	-2	2.5
O=C(NCc1cccnc1)c1sc2cc(Cl)ccc2c1Cl	0	-7	50*	-1	0	-12	3	11	0	-0.5
COc1ccc(C(=O)NCCNc2nc3c(C)cccc3cc2C#N)cc1OC	7	-2	9	5	7	?	3	-2	9	1.2
CC(=O)N(c1cccc(Cl)c1)c1nc(C)cc(C)c1C#N	2	-1	-11	-13	-3	4	-4	-2	-11	1.1
Cc1cc(CN2CCN(CC(=O)Nc3cc(C(F)(F)F)ccc3-n3cncn3)CC2)no1	-3	/	/	-7	0	-19	0	-5	-4	-4.8
CC1Cc2ccccc2N1C(=O)/C=C/c1cccc(F)c1 (centres undefined)	-3	-2	13	20	-7	-4	-1	17	-10	-1.5
Cc1ccccc1S(=O)(=O)Cc1ccc(C(=O)NC(C)c2ccccc2)o1 (centres undefined)	-1	3	-9	-4	-4	4	-1	0	-10	1.8
Cc1ccc(C(=O)ONc2ccc(N=NC(=O)c3ccccc3O)cc2)cc1	-5	-3	47	-1	-6	-16	-10	10	3	-0.7

# (cont.)
SMILES	Anthrax LF inh2	3CLpro inhibitor	DUSP3 inh	CCHFV vOTU inh	MazEF act	BoNT F protease	Rv3671c protease	PrPC TRFRET	PriA SSB inh	BoNT A protease
CC1CN(C)C(C)CC1NCc1ccc2c(c1)OCO2 (centres undefined)	2	-8	21	4	0	18	6	-2	4	0.9
CN(C)S(=O)(=O)c1cccc(C(=O)OCC(=O)c2c(N)n(C)c(=O)n(C)c2=O)c1	-4	1	6	-4	6	0	4	-1	-4	0.2
CCn1c(SC)nnc1C1CCCN(CC(=O)Nc2ccccc2N2CCOCC2)C1 (centres undefined)	-2	3	29	1	3	0	-8	-1	-1	0.1
CCOC(=O)c1ccc(NC(=S)NCCCN2CCCCC2)cc1	0	1	22	5	0	0	-9	-7	11	?
CCOc1ccc(CCNC(=O)CN2CCN(Cc3ccccc3F)C2=O)cc1OCC	-2	-2	40	-6	-3	2	0	-2	0	-1.1
Cc1cccc(OC(C)C(=O)Nc2cc(S(=O)(=O)N3CCCCC3)ccc2C)c1 (centres undefined)	-7	/	/	2	-5	6	-3	3	-8	0.0
Cc1ccc(N(CC(=O)N2CCCCCC2)S(C)(=O)=O)c(C)c1	-11	/	/	10	-1	0	/	-4	/	-0.1
COc1ccc(-n2c(SCC(=O)Nc3nc(C)cs3)nnc2-c2ccoc2C)cc1	1	2	9	-6	8	-7	-6	-1	-4	-0.1
CCCCCCn1c(N2CCN(c3cccc(Cl)c3)CC2)nc2c1c(=O)[nH]c(=O)n2C	-6	-2	10	6	1	-6	-3	4	-18	-0.6
CCOC(=O)C1CCCN(S(=O)(=O)c2ccc(S(=O)(=O)N3CCCC3)cc2)C1 (centres undefined)	0	/	/	1	1	-2	-2	6	-3	-3.7
O=S(=O)(c1ccccc1C(F)(F)F)N1C=CC(C(F)(F)F)=NCC1	-4	-5	14	-12	5	2	/	-1	2	1.1
COc1ccccc1C(=O)NC(=O)COC(=O)c1ccc([N+](=O)[O-])cc1	1	/	/	-3	-1	-9	1	-8	-4	0.5
COc1cccc(C2=NOC(C(=O)NCc3ccc(F)cc3)C2)c1 (centres undefined)	-2	2	18	-5	-4	-7	-3	-10	-4	-1.2
Brc1ccc(N=Cc2ccccn2)cc1	1	4	-11	-16	6	4	4	6	3	1.5
Cc1n[nH]c(C)c1Sc1ccccc1N	-2	3	32	7	0	-4	0	7	-5	-0.9

# (cont.)
SMILES	Anthrax LF inh2	3CLpro inhibitor	DUSP3 inh	CCHFV vOTU inh	MazEF act	BoNT F protease	Rv3671c protease	PrPC TRFRET	PriA SSB inh	BoNT A protease
Cc1ccc(C(=O)N2CCOCC2)cc1S(=O)(=O)N1CCCCC1	0	-6	14	3	8	8	-6	2	-10	1.7
CCC1=C(OC(=O)N(CC)CC)N2C(=O)OC(=NCCc3c[nH]c4ccccc34)[C@]2(Cc2ccccc2)[C@H]2C1=CC[C@H]1C(=O)N(CC)C(=O)[C@H]12	4	/	11	1	-4	-6	-11	6	8	-0.5
CCOc1ccc(-n2c(O)c(C=NCCN(CC)CC)c(=O)[nH]c2=O)cc1	-4	-8	-9	-6	-8	5	4	-4	-4	5.1
CC(=O)c1ccc(N2C(=NC(=O)COc3ccccc3)SC3CS(=O)(=O)CC32)cc1 (centres undefined)	2	-2	44	11	7	11	-2	4	3	2.8
COc1ccc(C(=O)COC(=O)CCS(=O)(=O)c2ccc(C)cc2)c(OC)c1	/	/	/	-7	0	/	-6	-3	-6	/
CCCCN(C(=O)c1nn(C)c(=O)c2ccccc12)c1c(N)n(CCC)c(=O)[nH]c1=O	-4	/	/	-5	6	0	0	5	-13	0.2
C1CC1C(=NN=C(C1CC1)C1CC1)C1CC1	9	/	/	6	8	-10	/	6	-9	-1.8
CC(C)(C)OC(=O)NCCCCc1cn(CC(=O)N2CCN(C(=O)OC(C)(C)C)CC2)nn1	-3	1	-11	-4	6	2	6	-4	-14	-0.4
COCc1ccc(O)c2ncccc12	-3	-4	8	-4	-3	-6	8	-3	94*	-0.7
CN(CC(=O)Nc1ccccc1Cl)C(=O)Cn1cc(C(F)(F)F)ccc1=O	/	/	/	5	-5	/	4	-1	-13	/

# Screening results from PubChem BioAssay.
